Compound activity: PubChem BioAssay, Sanford-Burnham Center for Chemical Genomics
mIAP act – mouse IAP activation | muIAP, CDP-Star luminescence, 30 min; active compounds read high; 1 = vehicle-only enzyme signal, 0 = enzyme-free wells | activation factor at 10 µM | 330,000 compounds, 0.24% hits | AID 2805;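 active = activation factor of at least 2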; note: the source names both 10 and 20 µM as test concentration; values of inactives mirror those of a sister screen read the other way
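also added = chemiluminescent substrate CDP-Star | test system = mouse IAP enzyme | signal = chemiluminescence readout | compound = DMSO-dissolved test compounds | incubation = 30 min at room temperature | benchmarks = DMSO wells, no-enzyme wells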
A3A deaminase – blocks human APOBEC3A ssDNA deamination; P31941; 330,000 compounds, 0.41% hits; recombinant A3A, FAM/TAMRA ssDNA deamination fluorescence; inhibition, % at 20 µM;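 active = at least 40% inhibition at 20 µM here, with at most 30% in a related deaminase screen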;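 note: plate controls were A3A with DMSO for no effect and wells lacking A3A enzyme for full effect; some results filed as inactive read as strong as hits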
Target sequence (P31941 whole entry, looked up): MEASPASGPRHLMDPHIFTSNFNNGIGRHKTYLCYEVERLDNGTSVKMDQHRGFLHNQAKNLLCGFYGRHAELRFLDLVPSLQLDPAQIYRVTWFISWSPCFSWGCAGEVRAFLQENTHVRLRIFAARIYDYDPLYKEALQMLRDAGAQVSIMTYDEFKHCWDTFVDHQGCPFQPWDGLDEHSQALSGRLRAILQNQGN
TIM10 inh – inhibits growth of TIM10 yeast strain; S. cerevisiae TIM10 strain growth, BacTiter-Glo luminescence, 24 h; inhibition, % at 10 µM; 330,000 compounds, 1.4% hits; AID 463195;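 active = inhibition of 40% or more at the single tested concentration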;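 note: wild-type TIM10 isogenic control strain grown at permissive 25 °C; 0% = DMSO yeast wells and 100% = minimal medium wells without yeast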
APOBEC3G inh – blocks human APOBEC3G single-stranded DNA deamination; Q9HC16; recombinant A3G, ssDNA deamination FAM/TAMRA fluorescence; inhibition, % at 20 µM; 330,000 compounds, 0.28% hits;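 active = inhibition of at least 40% at 20 µM, with no more than 30% in the related APOBEC3A deaminase screen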;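 note: plate controls were DMSO wells with A3G for no effect and wells lacking A3G enzyme for full effect; some compounds called inactive have numbers as strong as hits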
NALP3 yeast inh – blocks the NALP3 inflammasome reconstituted in yeast | Yeast reconstituted NLRP3/ASC/caspase-1, beta-gal luminescence, 24 h | inhibition, % at 10 µM | 330,000 compounds, 0.39% hits | AID 2825;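 active = inhibition of 50% or more; inactive = inhibition below 50%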;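 note: plate controls were induced DMSO wells for no effect and uninduced yeast grown without galactose for full effect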
mIAP block – blocks mouse intestinal alkaline phosphatase | purified mouse IAP, CDP-Star luminescence, 30 min | inhibition, % at 10 µM | 330,000 compounds, 0.2% hits | AID 2806;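 active = inhibition of at least 40% at 10 µM in the primary screen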;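 note: plate controls were DMSO with enzyme for no effect and no enzyme wells for full effect; values of inactives mirror those of a sister screen read the other way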
tim10-1 inh – tim10-1 yeast growth inhibition; S. cerevisiae tim10-1 ts strain growth, BacTiter-Glo, 24 h; inhibition, % at 20 µM; 330,000 compounds, 2.2% hits;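 active = inhibition of at least 40%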;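 note: mutant grown at 25 °C; 0% = DMSO wells with yeast and 100% = wells holding no yeast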
hIAP block – blocks human intestinal alkaline phosphatase; 330,000 compounds, 0.12% hits; AID 2544; inhibition, % at 10 µM; purified IAP, CDP-Star luminescence, 30 min; P09923;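 active = inhibition reaching a set limit with compound at 10 µM in the primary screen, cut at about 35% in these data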;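 note: plate controls were DMSO wells with enzyme for no effect and no-enzyme buffer wells for full effect; values of inactives mirror those of a sister screen read the other way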
Target sequence (P09923 whole entry, looked up): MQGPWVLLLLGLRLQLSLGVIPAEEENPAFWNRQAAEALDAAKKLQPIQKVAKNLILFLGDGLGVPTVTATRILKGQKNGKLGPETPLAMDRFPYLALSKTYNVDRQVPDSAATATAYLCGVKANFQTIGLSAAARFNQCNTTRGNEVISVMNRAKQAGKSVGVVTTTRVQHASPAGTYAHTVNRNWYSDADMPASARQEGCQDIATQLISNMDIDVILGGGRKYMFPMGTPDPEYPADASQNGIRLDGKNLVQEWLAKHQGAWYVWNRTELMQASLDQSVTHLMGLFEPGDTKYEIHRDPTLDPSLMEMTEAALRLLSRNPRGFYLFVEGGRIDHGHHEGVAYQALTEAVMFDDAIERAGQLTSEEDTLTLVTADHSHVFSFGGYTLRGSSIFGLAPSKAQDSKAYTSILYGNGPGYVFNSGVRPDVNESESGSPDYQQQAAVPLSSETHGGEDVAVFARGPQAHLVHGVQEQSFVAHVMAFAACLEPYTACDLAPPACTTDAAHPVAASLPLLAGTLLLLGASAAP
MIN6 prolif – induces beta-cell replication in MIN6 cells; MIN6 cells proliferation, ATPlite luminescence, 48 h; cells starved in 0.2% serum; 100% = growth in 10% serum; proliferation, % at 10 µM; 330,000 compounds, 0.29% hits;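 active = compounds whose signal lies at least 3.5 SD above the mean of all wells on their plate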;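 note: 0% = DMSO-treated cells in low-serum medium and 100% = 10% serum control; some compounds called inactive have numbers as strong as hits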
Starred values were filed as active, the others as inactive.

cpd	smiles	mIAP act	A3A deaminase	TIM10 inh	APOBEC3G inh	NALP3 yeast inh	mIAP block	tim10-1 inh	hIAP block	MIN6 prolif
1	CCOC(=O)c1ccccc1NC(=O)c1c(N)n(C)c(=O)[nH]c1=O	0.96	5	-2	-2	13	4	-5	-1	-2
2	COc1ccccc1-c1ccc(=O)n(CC(=O)NCc2ccc3c(c2)OCO3)n1	0.82	6	6	0	7	18	23	5	-2
3	CCc1cc2ccc(OC)cc2nc1SCC(=O)N1CCN(C(=O)c2ccco2)CC1	0.91	-3	27	-4	9	9	1	-6	0
4	O=C(c1ccco1)N1CCN(CC(=O)N2CCCc3c2c(=O)oc2ccc(O)cc32)CC1	0.97	-4	-7	-9	-15	3	11	2	-3
5	COc1cccc(N2CC(=O)N(NC(=O)c3sc4nc(C)cc(C)c4c3N)CC2=O)c1	1.1	-1	0	-4	13	-12	-14	-4	0
6	Cc1nn(-c2ccccc2)c2[nH]c(=O)c(CNc3ccc4c(c3)OCCO4)cc12	0.94	-2	20	-4	7	6	8	-12	2
7	O=C(NC(=S)N1CCCCCC1)c1ccccc1	1.1	-2	3	-2	18	-5	10	1	1
8	CC1(C)C([N+](=O)[O-])C(c2ccccc2O)NC(c2ccccc2O)C1[N+](=O)[O-] (stereo not given)	0.98	-7	-4	-18	-5	2	11	-8	3
9	Cc1cc(C)n2nc(C(=O)OCC(=O)N(C)CC(=O)Nc3ccc(F)cc3)nc2n1	1.1	-1	5	-5	2	-6	-2	-2	5
10	O=c1[nH]c(CSc2nc3ccccc3s2)nc2ccccc12	0.88	2	11	-3	9	12	10	4	-2
11	COCCNC(=O)c1ccc(CN2CCOCC2)cc1	1	-8	-1	-9	6	-2	-3	-3	-2
12	COc1ccc(CCNC(=O)CSc2nnc(Cc3cccn3C)n2C)cc1OC	1	-3	1	-12	22	-3	2	-21	-2
13	COc1ccc(OC)c(S(=O)(=O)N2CCN(c3ccccc3OC)CC2)c1	0.96	2	4	-3	15	4	23	-1	0
14	Cc1cc2c(OCC(O)CNCc3ccco3)cccc2[nH]1 (stereo not given)	0.99	-4	-2	-7	7	1	11	-12	0
15	Cc1cc(NC(=O)c2cnn3cccnc23)nn1CC(=O)Nc1cccnc1	0.91	-1	8	-9	-17	9	3	-5	-2
16	COc1cc(C(=O)O/N=C2/C=C(C)C(=O)C=C2C)cc(OC)c1OC	0.99	2	30	-7	-1	1	37	2	1
17	CCc1noc(C)c1C(=O)Nc1nc(-c2ccc(OC)c(OC)c2)cs1	0.97	-5	22	-10	24	3	8	-2	1
18	COc1cc(CO)ccc1Oc1nnnn1-c1ccc(C(N)=O)cc1	1	4	2	-7	-2	-3	6	7	3
19	CN=C(C)/C(C(=O)OC)=C(/O)c1ccc(Cl)cc1Cl	1.1	-8	-12	-2	4	-14	-8	4	-2
20	N#C/C(=C/c1ccc(CNC(=O)C(=O)Nc2cc(Cl)cc(Cl)c2)o1)C(=O)NCc1cccnc1	1	-5	16	-7	13	-4	9	-26	0

cpd	smiles	mIAP act	A3A deaminase	TIM10 inh	APOBEC3G inh	NALP3 yeast inh	mIAP block	tim10-1 inh	hIAP block	MIN6 prolif
21	Cc1cccc(C)c1-n1c(C)cc(/C=C2\C(=O)NN(c3ccccc3)C2=O)c1C	0.82	5	23	-10	-12	18	36	17	-3
22	NC(=S)Nc1cccc(-c2n[nH]c(=S)o2)c1	0.93	-3	1	-3	35	7	-18	-14	-2
23	O=C(Nc1cccc(S(=O)(=O)NC2=NCCC2)c1)C1CCCCC1	1	1	-4	-9	-7	-1	6	7	2
24	CCN(CC)CCCOc1ccc(C)cc1Br	1	0	12	-4	15	-3	19	5	0
25	Cc1ccc(NC(=O)OCc2ccccc2S(C)=O)cc1 (stereo not given)	1	-4	4	-5	16	-3	-3	5	-2
26	COc1cccc(NC(=O)CSc2nnc(-c3ccoc3C)n2C)c1	0.95	-3	12	-9	-1	5	-9	12	0
27	CC1(C2(O)CCCCC2)NCCc2ccccc21 (stereo not given)	1	1	-4	2	7	-4	-1	5	0
28	C/C(=N\OCc1ccc(C#N)cc1)c1ccc(S(=O)(=O)N(C)C)cc1	0.95	-3	10	-5	9	4	42*	-3	-1
29	CC(C)C[C@H](NC(=O)N1CC(=O)Nc2ccccc21)C(=O)N[C@H](Cc1c[nH]c2ccccc12)C(=O)O	1	-3	-4	-9	9	-1	-20	14	-3
30	S=C(NCCC1=CCCCC1)Nc1ccccc1	1.2	6	31	7	21	-25	32	-4	-7
31	N#CCSCC(=O)Nc1ccc(F)cc1	1	-1	0	2	4	-5	-4	1	-1
32	C=CCNc1cnn(-c2ccc(C)cc2)c(=O)c1Cl	1.1	-5	-16	-2	26	-6	-1	-31	0
33	CC(=O)c1ccc(NC(=O)COC(=O)CCN2C(=O)c3cccc([N+](=O)[O-])c3C2=O)cc1	1	2	0	-4	3	-1	1	-40	3
34	CC1(C)CC(=O)C2=C(C1)OC(N)=C(C#N)C2c1ccoc1 (stereo not given)	0.97	-1	5	-9	-2	3	7	0	-1
35	CCOC(=O)CN1C(=O)C(CC)Oc2ccccc21 (stereo not given)	0.97	-1	5	-4	-12	3	8	3	-1
36	CCC(=O)Nc1cccc(C2=NN(c3ccccc3)C(c3ccc(OC)cc3)C2)c1 (stereo not given)	2.7*	-5	13	-11	-5	-173	8	-39	-6
37	COc1ccc(C2=C(C=O)Cc3ccccc3O2)cc1	0.93	-1	25	-5	40	7	33	9	-4
38	CC1(C)Cc2c(sc(NC(=O)Nc3ccccc3)c2C(N)=O)CO1	0.97	-7	17	-6	4	3	14	16	-2
39	CCOC(=O)N1CCC(N2CCN(S(=O)(=O)c3ccc(OC)cc3)CC2)CC1	1.1	-1	10	-16	12	-5	7	-15	1
40	CCCN(CCO)Cc1ccc(Br)cc1	0.94	2	4	-3	8	6	-6	-5	1

cpd	smiles	mIAP act	A3A deaminase	TIM10 inh	APOBEC3G inh	NALP3 yeast inh	mIAP block	tim10-1 inh	hIAP block	MIN6 prolif
41	Cc1ccc(Cl)cc1N1CCN(C(=O)Cc2c(C(=O)O)[nH]c3ccc(Cl)cc23)CC1	0.83	-2	27	-7	-20	16	14	22	0
42	COc1ccc(NC(=O)C2=CC(c3ccco3)=NS(=O)(=O)N2C)cc1OC	1.1	0	10	-11	2	-12	6	-9	-2
43	Cc1cccc(C(C)C)c1NC(=O)COC(=O)CCN1C(=O)C2CC=CCC2C1=O (stereo not given)	1.1	11	1	-1	22	-8	3	10	-4
44	COC(=O)c1ccc(C2NCCc3cc(OC)c(OC)cc32)cc1 (stereo not given)	0.99	-3	8	-4	12	1	-9	-6	-4
45	COC(=O)c1cccc(NC(=O)NC(=O)c2ccc(Cl)cc2)c1	0.91	1	11	1	-1	9	4	14	-3
46	CCn1c(=S)[nH]c2sc3c(c2c1=O)CCCCC3	0.95	-1	-3	-4	-52	5	34	-1	-5
47	O=C(NCCCN1CCCC1=O)Nc1ccc(Br)cc1Cl	1	-2	7	-5	-6	-1	5	-3	0
48	O=S(=O)(c1cccc2nonc12)N1CCCCC1	1	0	1	1	-12	-1	-3	7	8
49	COc1ccc(NC(=O)CN(C)C(=O)C2(c3ccccc3)CCCC2)cc1	1	15	7	13	0	-4	9	18	-1
50	CCC(CC)C(=O)Nc1cccc(C(=O)Nc2nnc(C)s2)c1	1.1	3	12	3	15	-8	-16	-4	-3
51	COc1ccc(/C=C2/SC(=S)N(CCCC(=O)Nc3ccc(O)cc3)C2=O)cc1OC	0.9	4	-18	3	25	10	2	10	-5
52	COc1ccc(-c2cc(C(=O)N(C)CCc3ccc(OC)c(OC)c3)c3ccccc3n2)cc1	1	-2	7	-3	15	0	16	-8	6
53	C[C@H](CO)N1C[C@H](C)[C@H](CN(C)Cc2ccncc2)Oc2ccc(NC(=O)Nc3ccc(C(F)(F)F)cc3)cc2CC1=O	1.7	0	-1	-3	11	-71	7	7	-6
54	CCn1c(SCC(=O)N(C)c2c(N)n(Cc3ccccc3)c(=O)[nH]c2=O)nc2ccccc21	1	-2	-4	-7	1	-2	8	-2	5
55	COc1ccc(NC(=O)c2c(C)cc(=O)oc2C)c(OC)c1	0.98	-3	5	-6	20	2	-4	-25	-4
56	Cc1cc(C)cc(NC(=O)c2oc3ccccc3c2COc2ccccc2)c1	0.87	4	3	-2	11	13	18	27	0
57	COc1cc2cc(/C=C/C(=O)c3ccco3)c(Cl)nc2cc1OC	0.85	-1	36	-2	4	15	36	16	-5
58	CCS(=O)(=O)n1nc(-c2ccccc2)nc1N	0.97	2	2	1	-14	3	4	-14	1
59	Cc1ccc(NC(=O)CSc2nnc(CSc3nc(C)cc(C)n3)n2Cc2ccco2)c(C)c1	0.98	-5	11	-4	-1	2	24	16	1
60	Cc1ccc(CCNC(=O)CCS(=O)(=O)c2ccc(Br)cc2)cc1	0.95	-3	2	-7	15	5	15	-10	-3

cpd	smiles	mIAP act	A3A deaminase	TIM10 inh	APOBEC3G inh	NALP3 yeast inh	mIAP block	tim10-1 inh	hIAP block	MIN6 prolif
61	c1ccc2c(C[C@@H]3CNCCN3CCCCC3CCCCC3)cccc2c1	1	-2	9	22	15	-2	-40	10	-6
62	Oc1ccc(/C=N/Nc2ccc(Cl)nn2)c(O)c1O	0.75	18	15	31	-11	25	23	-29	-4
63	COc1ccccc1OCC(=O)/C=C1/N(C)c2ccccc2C1(C)C	1	-1	-16	0	28	-1	10	-1	-5
64	Cc1ccc(/C=C2/NC(=O)N(Cc3ccccc3)C2=O)s1	0.98	1	11	-1	21	2	16	-6	-3
65	O=C(COC(=O)c1ccccc1NC(=O)c1ccco1)NCCC1=CCCCC1	0.99	7	-8	1	6	1	16	-6	-3
66	CC(=O)OCc1c(C(F)(F)F)nn(C)c1SCc1ccc(Cl)cc1	1	8	0	-2	23	-1	11	-6	-4
